procasp3 activ: activates human procaspase-3; actives 0.11% (n = 330,000); recombinant procaspase-3 D3A, Ac-DEVD-pNA absorbance 405 nm; activation, % at 8.5 µM;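 active = activation above the mean of all tested compounds plus 3 SD, cut at about 21% in these data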;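 note: 0% = DMSO alone and 100% = DMSO wells spiked with extra 5 µM PC-3 D3A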
Target sequence (P42574 whole entry D9A/D28A/D175A): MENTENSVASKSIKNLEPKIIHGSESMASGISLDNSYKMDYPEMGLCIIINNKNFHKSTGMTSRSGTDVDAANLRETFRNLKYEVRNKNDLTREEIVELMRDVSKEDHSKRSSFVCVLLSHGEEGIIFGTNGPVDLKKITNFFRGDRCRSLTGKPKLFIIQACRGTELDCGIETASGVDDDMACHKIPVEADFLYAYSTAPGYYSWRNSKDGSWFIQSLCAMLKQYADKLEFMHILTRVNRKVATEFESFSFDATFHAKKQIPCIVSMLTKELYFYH
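material = Procaspase-3 D3A mutant | probe or stimulus = Ac-DEVD-pNA | compound = single dose, 8.5 µM nominal compound, 0.8% DMSO | timing = 1 h preincubation, 2 h reaction | measured by = 405 nm absorbance of p-nitroaniline, reads at 0 and 120 min | benchmarks = DMSO-only low control, 5 µM PC-3 D3A high control | repeats = singlicate, each compound tested once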
PP5 inh: blocks human protein phosphatase 5 activity; AID 1987; inhibition, % at 6.7 µM; purified PP5c, OMFP substrate fluorescence; P53041; actives 0.18% (n = 320,000);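 active = inhibition above the campaign's mean inhibition across all tested compounds plus 3 SD, cut at about 9.5% in these data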;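 note: 0% = DMSO only and 100% = 100 µM cantharidin control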
Fh CTSL1 inh: blocks F. hepatica cathepsin L1 in PFM18AAP counter-screen; recombinant F. hepatica cathepsin L1, Z-Leu-Arg-MCA fluorescence; inhibition, % at 5.96 µM; actives 0.49% (n = 300,000);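 active = inhibition above the mean of all tested compounds plus 3 SD, set per screening campaign, cut at about 17% in these data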;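 note: 0% = plate median of test compound wells and 100% = 1 µM Z-Phe-Ala-diazomethylketone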
proCasp7 act: counter-screen for procaspase-3 activators: activators of human procaspase-7 | P55210 | recombinant procaspase-7, Ac-DEVD-pNA absorbance 405 nm; D23A/D198A/D206A triple mutant, cannot self-cleave; scale: DMSO 0, 5 µM enzyme 100 | activation, % at 8.5 µM | actives 0.093% (n = 330,000);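 active = percent activation above the screen-wide mean plus 3 SD, cut at about 25% in these data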
Target sequence (P55210 whole entry D23A/D198A/D206A): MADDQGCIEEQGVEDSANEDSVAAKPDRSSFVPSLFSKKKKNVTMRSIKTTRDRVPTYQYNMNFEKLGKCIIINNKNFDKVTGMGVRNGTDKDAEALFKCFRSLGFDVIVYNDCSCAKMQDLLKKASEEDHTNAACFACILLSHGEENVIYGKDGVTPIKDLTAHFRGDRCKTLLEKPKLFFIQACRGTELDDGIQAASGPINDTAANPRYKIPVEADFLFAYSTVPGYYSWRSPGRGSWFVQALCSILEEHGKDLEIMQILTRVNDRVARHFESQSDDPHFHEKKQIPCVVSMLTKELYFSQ
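Detection: p-Nitroaniline absorbance at 405 nm, read at 0 and 120 min; system: Uncleavable procaspase-7 mutant enzyme; evaluation: % activation from two-timepoint absorbance difference, scaled to controls; times: 1 h enzyme–compound preincubation and 2 h substrate reaction, both 25 °C; buffer or medium: Zinc-free HEPES pH 7.4 with 300 mM NaCl, 0.01% Triton X-100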
HCV core dimer: blocks dimerization of HCV core protein; TR-FRET GST/Flag-core106 dimerization, 1536-well; inhibition, % at 5 µM; actives 0.33% (n = 300,000);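 active = inhibition above the mean of all tested compounds plus 3 SD, set per screening campaign, cut at about 45% in these data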
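Assay system – GST-tagged and Flag-tagged HCV core protein residues 1-106 · Quantity – core106 proteins, GST 13.5 nM and Flag 17 nM · Benchmarks – unlabelled core106 and no-GST-core106 wells · Read-out basis – percent inhibition of core106 dimerization signal · Detection – time-resolved FRET, ex 340 nm, em 617 and 671 nm · Schedule – 4 h at 22.5 °C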
JMJD2C inh: blocks human GASC-1 demethylase activity; Q9H3R0; GST-JMJD2C(1-420) H3K9me3 demethylation, DELFIA europium; inhibition, % at 2.35 µM; actives 0.069% (n = 330,000);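 active = more than half of a compound's replicate wells show inhibition beyond 50%, single wells judged on their own value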;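 note: signal counts dimethyl H3K9 product captured on neutravidin plate; 0% = median of DMSO wells and 100% = 0.3 times that DMSO median; strong numbers were not always called active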
PP1 counter: PP1-alpha (human) inhibition in PP5 counter-screen; actives 0.9% (n = 320,000); purified PP1alpha, OMFP fluorescence; AID 2235; inhibition, % at 6.7 µM;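 active = inhibition above the mean inhibition of all tested compounds plus 3 SD, computed separately for each screening campaign, cut at about 15% in these data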
Target sequence (P62136 whole entry, looked up): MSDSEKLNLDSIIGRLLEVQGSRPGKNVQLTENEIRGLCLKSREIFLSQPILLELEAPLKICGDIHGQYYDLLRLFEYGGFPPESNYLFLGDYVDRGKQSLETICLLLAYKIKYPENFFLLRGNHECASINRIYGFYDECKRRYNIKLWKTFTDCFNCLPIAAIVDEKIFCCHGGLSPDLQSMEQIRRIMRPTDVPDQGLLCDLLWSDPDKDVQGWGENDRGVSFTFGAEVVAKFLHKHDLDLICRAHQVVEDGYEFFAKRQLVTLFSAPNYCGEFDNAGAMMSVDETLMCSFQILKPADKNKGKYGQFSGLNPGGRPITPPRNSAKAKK
VLA-4 inh: inhibition in a human VLA-4 binding assay; P13612; VLA-4 expressing cells, ligand binding flow cytometry; inhibition, % (about 7 µM as worked out from the volumes in the protocol); actives 0.2% (n = 330,000); AID 2557; in the data active = inhibition above about 50%
GRK2 aptamer HTS: inhibitors of human GRK2 displacing RNA aptamer | actives 0.59% (n = 330,000) | P25098 | inhibition of aptamer binding, % at 10 µM | bead flow cytometry, FAM-aptamer displacement from GRK2 | AID 488847;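 active = inhibition of aptamer binding above 40%, roughly 3 SD of noise, on plates passing a quality check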;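 note: median bead fluorescence of bound FAM aptamer so fluorescent compounds give negative values; no value below 0 was filed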
Active calls of the source: *; i = inactive; / = not tested or not shown. This is a random part of the collection, and some 2.6% of all compounds hit somewhere here.

Compound	proCasp7 act	Fh CTSL1 inh	GRK2 aptamer HTS	PP1 counter	PP5 inh	procasp3 activ	JMJD2C inh	HCV core dimer	VLA-4 inh
Cc1cc2n(n1)C(c1ccc(N(C)C)cc1)Nc1ccccc1-2 (configuration not stated)	47*	1	0	-5	5.5	20	12	4	6
CC(C)(C)C1CCc2c(sc(NC(=O)CSc3ncn[nH]3)c2C#N)C1 (configuration not stated)	6	2	0	7	6.0	-4	3	9	6
COc1ccc(CCN(C)CCCC(C#N)(c2cc(OC)c(OC)c(OC)c2)C(C)C)cc1OC (configuration not stated)	-8	10	0	3	-11	7	59	-4	8
CCC(COC)NCc1cn(-c2ccc(F)cc2F)nc1-c1ccccc1C (configuration not stated)	9	1	0	-1	-1.3	9	-4	-3	0
CN(C)S(=O)(=O)c1ccc(Cl)c(NC(=O)CN2CCNC(=O)C2)c1	-5	15	0	1	-0.1	-4	-6	1	2
CCN(CC)CCC(c1ccc(N(C)C)cc1)c1c(OC)cc(OC)c2ccc(=O)oc12 (configuration not stated)	-3	-7	3	-1	4.2	1	2	-7	6
C[C@H](CO)N1C[C@H](C)[C@H](CN(C)C(=O)Nc2ccc(F)cc2)Oc2c(NC(=O)c3ccc(-c4nccs4)cc3)cccc2C1=O	-2	/	4	/	/	6	27	/	-1
CC(C)c1ccc(O)c(NC(=S)NC(=O)c2ccc3c(c2)OCO3)c1	-14	-1	1	4	7.6	-3	1	-6	0
O=C(Cn1c(=O)sc2ccccc21)Nc1ccc(O)cc1	-4	-3	3	2	0.8	-10	-23	0	-15
CCC(Sc1nc2ccccc2c(=O)[nH]1)C(=O)Nc1ccc(C(C)=O)cc1 (configuration not stated)	5	-2	0	3	3.0	7	-4	7	5
Cn1c(=O)c2ncn(CC(=O)Nc3ccc4c5c(cccc35)CC4)c2n(C)c1=O	-1	-1	0	-1	2.7	5	17	39	-76
CC(C)(C)NS(=O)(=O)NC(=O)C1=C(N2CCCC2)COC1=O	3	/	3	/	/	11	-2	/	2
CNC(=S)Nc1ccc(OCc2ccccc2)cc1	0	-2	1	-2	-0.3	5	-12	-3	-12
O=C(Nc1cnn(Cc2c(Cl)cccc2Cl)c1)c1ccc([N+](=O)[O-])cc1	-2	-3	0	5	4.2	-2	-5	-2	2
Cc1onc(-c2c(F)cccc2Cl)c1C(=O)NCc1cccs1	0	0	1	0	4.0	-2	5	-1	9
Cc1ccoc1C(=O)N1CCCC(CCC(=O)N2CCN(c3ccccn3)CC2)C1 (configuration not stated)	2	-1	3	-1	0.7	6	-8	3	2
COc1ccc(N2C(=O)CSC2c2ccc(F)cc2)cc1 (configuration not stated)	-10	1	3	-2	-0.6	-11	12	-5	13
CCOC(=O)C1CCCN(C(=O)C2CCCN(S(C)(=O)=O)C2)C1 (configuration not stated)	16	-2	5	-5	1.0	-4	-9	-4	30
CC(NC(=O)c1ccc(N2CCCC2=O)cc1)c1ccccc1 (configuration not stated)	-4	3	0	-2	-0.8	3	0	2	-9
COc1ccc(Nc2nc3ccccc3s2)cc1	0	12	0	6	8.4	2	0	-6	7
CCN(CCNC(=O)c1cccc(N2CCCC2=O)c1)c1ccccc1	2	-2	4	2	2.3	-5	2	-6	6
COc1ccccc1Cn1c(=S)[nH]c2cc(C(=O)N3CCCC3)ccc2c1=O	-3	2	1	0	0.8	10	16	-1	6
CCCC(C(=O)Nc1nccs1)c1ccccc1 (configuration not stated)	6	-2	2	-2	0.0	-7	3	-2	11
OCCC1CN(Cc2c(O)ccc3ccccc23)CCN1CCc1ccccc1 (configuration not stated)	-35	-4	0	0	1.9	-14	-23	0	7
Cc1cccc(-c2noc(CN(C(=O)c3ccc4c(c3)OCO4)C(C)C)n2)c1	7	2	2	-1	0.6	2	3	15	7
O=C(COC(=O)/C=C/c1ccccc1Cl)NC1CCCC1	15	/	0	-5	-1.4	11	9	/	1
CC(C)=CCC(C)(C)/C=N/NC(N)=O	7	3	2	-3	0.4	5	0	0	5
COc1ccc(-c2nnc(SCc3ccccc3)n2N)cc1	4	2	0	1	-0.1	4	-4	2	-4
Cc1nc(N2CCCCC2)c2ccsc2n1	-6	1	0	-1	2.7	-5	13	4	4
CCOc1[nH]n(-c2ccccc2)c(=O)c1C=NCc1ccncc1	-7	-3	4	1	2.6	4	1	0	4
CCC(=O)Nc1cc(Cl)ccc1C(=O)O	-3	1	0	1	0.4	4	-7	-1	-2
COc1ccccc1C(=O)NCCOc1ccc(C(C)(C)C)cc1	5	5	0	2	3.4	-4	7	5	-1
O=C(COC(=O)c1ccc(Br)cc1)NCC1CCCO1 (configuration not stated)	0	/	0	/	/	7	2	/	3
CC(=O)Nc1ccc(S(=O)(=O)NCc2ccc(C(=O)N3CCOCC3)cc2)cc1	4	0	3	3	2.1	1	-4	-4	13
Cc1ccc(Nc2nc(NCCO)nc3c2cnn3C)cc1Cl	-1	4	2	0	2.3	4	11	-14	-3
Cc1cccc(NC(=O)CCNS(=O)(=O)c2cccc3nsnc23)c1	-1	-2	0	-6	1.1	7	-9	-1	5
NC(=O)Nn1c(CCC(=O)O)ccc1-c1ccc(Br)cc1	-6	3	4	-3	1.7	-10	-1	-6	-1
O=C(O)C(Cc1c[nH]c2ccccc12)NS(=O)(=O)c1ccc2ccccc2c1 (configuration not stated)	-4	1	0	-2	0.1	3	-19	14	-2
CC(=O)Oc1ccc(C(=O)Nc2cccc(NC(=O)c3ccco3)c2)cc1	-3	-18	0	0	1.1	0	-4	2	1
NC(=O)c1ccccc1N(Cc1ccccc1)S(=O)(=O)c1ccccc1	-2	3	1	0	0.2	-3	-18	-3	-8
O=C(Nc1ccc(Br)cc1Br)C1CC(=O)N(Cc2ccccc2)C1 (configuration not stated)	3	-2	0	-2	0.8	9	-2	3	-5
O=C(COC(=O)c1ncc(Cl)c(Cl)c1Cl)Nc1cccnc1Cl	-2	1	0	-2	2.1	10	0	3	1
O=C(CSc1nc(=O)n2ccccc2n1)Nc1ccc2c(c1)OCCO2	4	3	2	-5	1.0	0	-1	-3	-3
Cc1cnc(C(=O)OCC(=O)Nc2ccc(C)c(S(=O)(=O)N3CCCCCC3)c2)cn1	-2	-23	0	2	2.8	2	5	6	11
CCOC(=O)c1ccc(NC(=O)Cn2nnc(-c3ccccc3F)n2)cc1	8	6	3	0	0.2	2	-2	8	-1
COCCN(C(=O)CNC(=O)c1ccco1)C(C(=O)NC1CCCC1)c1ccccc1F (configuration not stated)	-7	-1	1	3	2.2	7	2	-1	5
COc1ccc(CC(=O)Nc2nc3n(n2)C(c2ccccc2)CC(=O)N3)cc1OC (configuration not stated)	4	-1	2	1	0.2	-2	-4	0	2
COc1ccc(N2Cc3ccccc3/C2=N\C(=O)Nc2ccccc2)cc1	11	1	3	1	1.5	-9	20	-2	6
Cc1ccc(S(=O)(=O)N(Cc2ccccc2)Cc2ccco2)cc1	1	0	1	5	4.0	11	-9	6	1
COc1cc(C(=O)CSc2nccn2C)cc(OC)c1OC	-8	-2	2	-3	1.7	-4	-1	0	14
CS(=O)(=O)N1CCCC(C(=O)NCc2ccc(F)cc2Cl)C1 (configuration not stated)	0	-2	4	-2	0.8	0	6	-8	5
CCN(CC(=O)Nc1ccccc1C(F)(F)F)C(=O)c1ccc(N2CCCC2=O)cc1	-10	/	3	-6	6.4	4	-10	/	-12
Cc1ccc(C)c(NC(=O)C2CC(O)CN2C(=O)OCc2ccccc2)c1 (configuration not stated)	-4	6	0	-8	-1.2	9	6	8	3
Cc1ccc(C(C)C)c(OCCSc2nc3ccccc3n2CC(=O)O)c1	0	2	4	0	-0.9	6	1	8	0
O=C(CN1CCc2cc3c(cc2C1)OCCCO3)Nc1ccc(S(=O)(=O)N2CCCC2)cc1	-4	-1	0	-1	2.7	-1	40	13	4
CC(=O)Oc1ccc(C(=O)Nc2ccccc2C(=O)N2CCCC2)cc1	6	-3	2	-4	4.5	-6	0	-1	8
CC(=O)N1CCN(C(=O)CCC(=O)O)CC1	11	1	0	0	-1.0	6	7	-3	5
CC(C)(C)c1nnc(NC(=O)c2cc(-c3ccccc3)nc3ccccc23)s1	-2	-2	3	-3	2.0	-3	8	32	0
NC(=O)c1cccc(C(N)=O)n1	4	3	2	-5	-1.2	-2	2	-4	8
CCOc1ncccc1C(=O)Nc1nc(C(C)(C)C)cs1	-2	4	0	-1	2.7	5	0	3	-2

(cont.)
Compound	proCasp7 act	Fh CTSL1 inh	GRK2 aptamer HTS	PP1 counter	PP5 inh	procasp3 activ	JMJD2C inh	HCV core dimer	VLA-4 inh
[O-][n+]1onc2c1CCC1N(O)C(c3ccccc3)CC21O (configuration not stated)	2	0	4	-3	2.1	2	i	4	11
CC(C)CC(NC(=O)c1ccccc1)C(=O)N/N=C/c1ccco1 (configuration not stated)	7	10	28	-1	-0.9	2	-6	-2	-156
COc1cc(OC)cc(C(=O)Nc2ccc(C(=O)Nc3ccccc3OC)cc2)c1	5	/	0	/	/	2	-9	/	10
Cc1ccc(NCc2nnc(SCC(=O)N(Cc3ccccc3)C(C)(C)C)o2)c(C)c1	9	6	2	7	5.4	-4	-1	5	-5
COc1ccc(C(=O)OCC(=O)NCc2ccc3c(c2)OCO3)cc1S(=O)(=O)N1CCOCC1	0	/	1	/	/	8	-1	/	3
COc1ccc(C2C(C(=O)C(C)(C)C)=C(O)C(=O)N2Cc2ccccc2)cc1 (configuration not stated)	6	0	1	3	2.1	-7	8	4	8
CN(CC(=O)Nc1ccccc1Cl)C(=O)c1ccc(-c2cccc(C(F)(F)F)c2)o1	10	-2	3	-4	4.5	-4	-27	-7	7
Cc1ccc(/C=c2\s/c(=C(/C#N)C(=O)N3CCCC3)n(Cc3ccco3)c2=O)s1	-15	1	/	10	1.6	-19	2	24	-61
O=C1c2ccccc2S(=O)(=O)c2cc(N3CCN(c4ccccn4)CC3)ccc21	-14	-1	/	-3	1.0	-3	-1	2	/
COc1ccc([C@H]2/C=C\CN(C(=O)C3CCCC3)[C@@H](C)C(=O)N2Cc2ccc(F)cc2)cc1	5	1	0	4	3.3	5	-41	12	5

An excerpt from above, showing only PP5 inh and PP1 counter:
Structure	PP5 inh	PP1 counter
COc1ccc(C2C(C(=O)C(C)(C)C)=C(O)C(=O)N2Cc2ccccc2)cc1 (configuration not stated)	2.1	3
[O-][n+]1onc2c1CCC1N(O)C(c3ccccc3)CC21O (configuration not stated)	2.1	-3

Assay outcomes from PubChem BioAssay.
